High-throughput results: PubChem BioAssay, several laboratories
hiPSC survival: enhancers of single-cell hiPSC survival, primary screen, ATPlite luminescence. 100% = ROCK inhibitor wells, 0% = DMSO. survival enhancement, % at 20 µM. actives 0.044% (n = 360,000); in the data active = survival enhancement above about 18%;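 also: cells exposed to compounds for 16 hours before the ATP read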
Peg3 prom inh: Peg3 promoter-driven luciferase inhibitors, primary screen, cell-based, HeLa, luciferase luminescence; HeLa PEG-Prom luciferase reporter, overnight; inhibition, % at 20 µM; actives 1.7% (n = 360,000); AID 588405, 2011;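 active = inhibition of at least 50% at 20 µM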
aDG glyco act: activators of alpha-DG glycosylation, primary screen, uHTS, Pro5-aDG cells, AlphaScreen | alpha-DG glycosylation AlphaScreen (IIH6); 0% Pro5, 100% B10-LARGE cell signal | activation, % at 10 µM | actives 0.22% (n = 360,000);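 active = activation of at least 8% versus controls, or a plate z-score of at least 8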;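 also: Pro5 are CHO cells carrying HIG-tagged alpha-DG that lacks glycosylation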
MITF TRPM1 inh: inhibitors of MITF-dependent TRPM1 promoter reporter, primary screen, cell-based, SK-MEL-5, single point, luciferase | SK-MEL-5 TRPM1 promoter luciferase, 24 h | inhibition, % at 12.5 µM | actives 0.83% (n = 330,000) | AID 488899, 2010;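 active = mean inhibition across replicates of 60% or more, whatever share of single replicates reaches that level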; also: values of inactives mirror those of a sister screen read the other way
PDI inh: inhibitors of human PDI, primary screen, biochemical, turbidity, single point, plate reader | Protein disulfide-isomerase (Homo sapiens), P07237 | PDI insulin aggregation turbidity, A650, 90 min | inhibition, % at 10 µM | actives 0.052% (n = 350,000) | AID 588391, 2011;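 active = mean inhibition across replicates of 30% or more, whatever share of single replicates reach that level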;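 also: absorbance from insulin aggregation driven by PDI reduction with DTT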
Target sequence (P07237 whole entry, looked up): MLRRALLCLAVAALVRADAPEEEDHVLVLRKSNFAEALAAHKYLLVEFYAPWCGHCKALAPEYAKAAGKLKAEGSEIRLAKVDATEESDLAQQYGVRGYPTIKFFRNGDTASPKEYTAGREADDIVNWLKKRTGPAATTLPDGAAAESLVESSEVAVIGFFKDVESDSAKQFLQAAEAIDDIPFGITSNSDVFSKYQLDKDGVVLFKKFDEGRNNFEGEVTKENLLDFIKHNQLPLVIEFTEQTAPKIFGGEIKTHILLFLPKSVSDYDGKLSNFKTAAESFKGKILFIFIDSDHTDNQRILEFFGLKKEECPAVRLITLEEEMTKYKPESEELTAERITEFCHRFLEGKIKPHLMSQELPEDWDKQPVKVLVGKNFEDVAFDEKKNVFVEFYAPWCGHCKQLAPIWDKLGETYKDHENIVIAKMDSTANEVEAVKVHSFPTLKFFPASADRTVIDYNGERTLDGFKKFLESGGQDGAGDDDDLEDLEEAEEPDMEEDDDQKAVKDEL
NR2E3 ag-1: inhibitors of NR2E3-RetCOR corepressor binding, primary screen, NR2E3 agonist project, biochemical, TR-FRET, GST-NR2E3, biotin-RetCOR | Photoreceptor-specific nuclear receptor (Homo sapiens), Q9Y5X4 | 1536-well | inhibition of corepressor binding, % at 4.78 µM | actives 0.12% (n = 320,000) | AID 2300, 2010;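 active = percent inhibition above the cutoff of mean plus 3 SD of all tested compounds, set per screening campaign, cut at about 20% in these data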;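 also: 0% = DMSO wells and 100% = biotin wells as full block of FRET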
Target sequence (Q9Y5X4 whole entry, looked up): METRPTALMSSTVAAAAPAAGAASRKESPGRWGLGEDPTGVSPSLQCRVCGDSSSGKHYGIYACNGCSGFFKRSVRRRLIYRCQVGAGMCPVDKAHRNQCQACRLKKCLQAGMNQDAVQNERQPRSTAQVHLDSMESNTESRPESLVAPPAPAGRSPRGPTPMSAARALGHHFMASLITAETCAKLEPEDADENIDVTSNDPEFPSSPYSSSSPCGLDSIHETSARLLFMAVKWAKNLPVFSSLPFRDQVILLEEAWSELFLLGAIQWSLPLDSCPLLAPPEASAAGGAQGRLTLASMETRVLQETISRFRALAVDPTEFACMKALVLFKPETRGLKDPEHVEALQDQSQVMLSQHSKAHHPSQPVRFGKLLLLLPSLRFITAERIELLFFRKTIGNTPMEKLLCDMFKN
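Material: NR2E3–RetCOR corepressor complex / Incubation: Compound–protein incubation for 5 h at 4 °C / Dosing: compound at 4.8 µM, single dose / Detection: time-resolved FRET / Benchmarks: high control biotin, low control 0.6% DMSO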
HIF-2a inh: HIF-2a reporter inhibitors, primary screen, luminescence, 786-0 RCC cells; inhibition, % at 18.8 µM; 786-0 RCC cells HIF-2a reporter, luciferase luminescence, overnight; AID 624352, 2012; actives 0.72% (n = 360,000);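 active = inhibition of the luminescence signal of 40% or more relative to plate controls, in a single-dose primary screen at 18.75 µM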
Vif imaging: HIV Vif self-association inhibitors, primary screen, imaging, HEK293T, single point; HEK293T cells, Vif self-association by quenched fluorescence, 24 h; inhibition, % at 7.49 µM; actives 0.35% (n = 340,000); AID 602346, 2012; in the data active = inhibition above about 50%, passing the limit was not always enough; also: some results filed as inactive read as strong as hits
Exocytosis inh: LAMP-1 surface exposure blockers, TALL-104 cells – cell-based, flow cytometry, MLPCN library, primary screen; AID 651702, 2012; TALL-104 LAMP-1 surface exposure; cells stimulated with thapsigargin and PMA; actives 0.66% (n = 360,000); inhibition, % at 10 µM;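 active = inhibition above about 55%, limit read from the data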
CaV13 ICDI inh: Disruptors of the CACNA1D IQ motif to Ca2+-dependent inactivation inhibitor domain association, primary screening, Förster resonance energy transfer in intact living …; HEK cells, CFP/YFP FRET ICDI-IQ, plate reader, 10 min; percent FRET-ratio fall versus neutral wells; inhibition, % at 12.3 µM; actives 0.098% (n = 340,000); AID 743397;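 active = mean replicate inhibition of at least 30% and at least 1% of replicates passing that level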;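 also: 0% = median of the neutral control wells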
NR2E3 ag-2: NR2E3 agonists in two-hybrid cells, primary screen, cell-based, luminescence, CHO-S, Gal4-NCOR/VP16-NR2E3. luciferase. inhibition of corepressor binding, % at 3.98 µM. actives 0.35% (n = 360,000). Photoreceptor-specific nuclear receptor (Homo sapiens), Q9Y5X4. AID 602229, 2012;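 active = inhibition above the mean of all tested compounds plus 3 SD, cut at about 70% in these data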;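 also: 0% = DMSO with NR2E3 transfected cells and 100% = cells lacking NR2E3 construct; higher means lower luciferase signal from less NR2E3 corepressor binding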
Numbers without * were called inactive; / = no result given.

SMILES	hiPSC survival	Peg3 prom inh	aDG glyco act	MITF TRPM1 inh	PDI inh	NR2E3 ag-1	HIF-2a inh	Vif imaging	Exocytosis inh	CaV13 ICDI inh	NR2E3 ag-2
Cc1nc(SCC(=O)NCc2ccc(F)cc2)c2c(=O)n(C)c(=O)n(C)c2n1	1.8	4	-0.3	/	/	3	4	-19	4	-6	9
CC1(C(=O)O)CCC(C(=O)Nc2ccc(OC(F)(F)Cl)cc2)C1(C)C (configuration not stated)	-0.4	12	0.1	9	3	-1	21	-8	0	-4	-5
COc1cc2c(C(=O)N3CCN(C)CC3)c(C)oc2cc1Br	2.7	7	-0.1	-7	-9	0	12	4	-3	-6	-3
Cc1nn(-c2ccccc2)c2c1C(O)n1c(nc3ccccc31)S2 (configuration not stated)	-0.4	38	-0.6	14	-11	3	-22	13	0	-6	15
Cc1ccc(C(C)C)c(OCC(=O)c2c(O)c3ccccc3oc2=O)c1	-0.3	14	1.1	1	0	9	-2	-9	-1	/	5
CC(C)(C)NC(=O)NC(=O)CSc1ccc(S(=O)(=O)N2CCOCC2)cn1	0.2	12	-0.1	-2	10	0	10	-2	0	-6	17
Cc1ccc(S(=O)(=O)N2CCN(C(=O)C(C)Cn3cncn3)CC2)cc1C (configuration not stated)	-0.4	3	-0.1	9	-13	5	6	-6	0	-2	-34
Cc1cc2c(NCc3ccccc3)ncnc2s1	-0.6	18	0.9	8	-1	1	8	-4	-2	-5	32
CC1CN(S(=O)(=O)c2cccc(C(=O)N(C)C3CCN(C)CC3)c2)CC(C)O1 (configuration not stated)	1.3	-11	-0.2	-5	11	8	-5	5	-1	-6	-13
COc1cccc(C(=O)N2c3cc(C)ccc3OCC2C(C)(C)C)c1 (configuration not stated)	0.0	13	0.1	-10	3	-4	11	/	7	-17	-21
Oc1c(Cl)cc(Cl)cc1/C=N/c1nccs1	1.1	3	-0.2	1	-7	1	4	0	2	-5	-14
CC(=O)c1ccc(N2Cc3ccccc3C2=NC(=O)c2cccs2)cc1	-2.2	-146	0.0	-93	4	-1	-158	10	0	-2	-94
CC(=O)N1N=C(c2cccc(Cl)c2)OC1c1ccc(C(C)C)cc1 (configuration not stated)	3.7	-21	0.0	-11	-1	-2	-53	-3	-2	-4	-22
COc1cccc(OCC(=O)O)c1	-0.6	-2	-0.1	6	11	1	14	-1	3	-6	-15
COc1ccc(-c2[nH]ncc2CN2CCN(c3ccc(F)cc3)CC2)cc1	-0.4	20	0.2	7	3	-1	19	-4	6	-21	15
Cn1cnc2cc(NC(=O)COc3ccccc3)ccc21	-0.2	-226	0.2	-66	-33	2	-153	9	-8	-4	3
COc1ccc(NC(=O)C2CCCN(C(=O)Nc3ccc(F)cc3)C2)cc1 (configuration not stated)	-0.7	9	0.0	6	-3	4	-7	10	1	-3	-14
COc1cccc(-c2sc3ccc(OC)cc3c2C#CCCO)c1	-1.1	-19	0.0	-8	3	5	-44	1	5	-11	-10
Cc1ccc(-c2nc(-c3ccncc3)no2)c(C)c1	-0.3	-278	0.0	-81	-3	1	-259	0	-3	-4	-59
COc1ccc(C2/C=C\CN(C(=O)NC34CC5CC(CC(C5)C3)C4)CC(=O)N2Cc2ccc(F)cc2)cc1 (configuration not stated)	-0.4	8	0.2	3	-3	-2	3	-4	-5	-6	28
Cc1ccc(NC(=O)CCC(=O)N2CCC(C)CC2)c([N+](=O)[O-])c1	0.0	6	0.5	5	14	1	10	/	-5	-6	-1
Cc1ccc(C(=O)NC2(O)C(=O)c3ccccc3C2=O)cc1C	3.8	-2	0.0	-16	1	-5	15	-1	-1	-4	-12
CCn1c(=N)n(CC(=O)c2ccco2)c2ccccc21	3.3	6	0.5	15	0	0	-2	1	-1	-5	-12
CC(C)(C)N(CC#CCC(O)(c1ccccc1)C1CCCC1)CCO (configuration not stated)	-0.8	16	-0.3	-10	10	-1	15	-2	2	-5	3
COc1ccc(CNCCc2ccc(Cl)cc2)cc1OCc1ccccc1	-0.3	78*	2.7*	5	-3	-1	12	-4	31	/	48
CC(C)CNc1c(N)n(CC(C)C)c(=O)[nH]c1=O	1.3	4	0.0	-1	-6	/	20	7	2	-5	-18
CCOC(=O)c1ccc(Nc2nc(C)nc3c2nnn3Cc2ccccc2)cc1	-0.1	13	0.1	6	13	0	14	16	-8	-16	-21
C/C(CCc1ccc2c(c1)OCO2)=N\N=C1\NC(=O)CC(C(=O)Nc2ccccc2)S1 (configuration not stated)	3.7	-5	-0.1	-4	-1	-4	-7	-1	-2	-8	-10
NNC(=O)c1ccc(CSc2nc3ccccc3s2)cc1	-0.3	-125	-0.2	-17	-3	0	-56	-8	-2	-3	-57
CN(C)S(=O)(=O)c1ccc(N2CCCC2)c(C(=O)OCC(=O)NC2(C#N)CCCCC2)c1	-0.3	19	-0.4	-4	10	-1	3	-2	2	/	-19
O=C1c2ccccc2C(c2nnnn2Cc2ccccc2)N1Cc1ccc(F)cc1 (configuration not stated)	0.2	/	-0.2	/	/	/	7	/	-4	-6	-15
Cc1c(C#N)c2ccccc2n1CC(=O)NC(C)c1ccccc1 (configuration not stated)	-2.6	10	0.6	5	-2	0	16	1	-2	-6	3
CCCCn1c(N)c(N(CC(C)C)C(=O)C2CC(=O)N(CCc3ccccc3)C2)c(=O)[nH]c1=O (configuration not stated)	1.2	4	0.1	8	1	2	-4	-7	1	-5	-2
O/N=C/c1ccc(-c2ccccc2OC(F)(F)F)o1	-0.4	5	-0.1	5	3	2	0	-2	-3	-5	11
NS(=O)(=O)c1ccc(CCNC(=O)CN2CCC(Cc3ccccc3)CC2)cc1	-0.5	7	0.5	19	0	3	12	-14	29	-4	-10
CCCCC1=NN2C(=N)CC(=O)N=C2S1	-1.7	6	0.1	-10	2	-3	9	-5	0	-4	0
CCn1c(COc2ccc(C)cc2)nnc1SCC(=O)NNC(=O)c1ccc(OC)cc1	-0.4	0	0.0	-1	1	1	4	4	6	-19	-30
Cc1occc1C(=O)OCC(=O)Nc1ccc(F)cc1	-1.8	-163	0.0	-39	1	2	-135	-6	-3	/	-5
CCc1ccc2c(c1)C1(NN=C(c3ccccc3)S1)C(=O)N2 (configuration not stated)	-0.2	-35	-0.9	57	15	-1	-166	10	0	/	-26
COCCNC(=O)c1ccc(NS(=O)(=O)c2cc(C)ccc2C)cc1	-1.0	15	0.1	5	2	-2	9	3	-1	-4	5

3 compounds from above, showing only PDI inh, hiPSC survival and CaV13 ICDI inh:
| canonical_smiles | PDI inh | hiPSC survival | CaV13 ICDI inh |
| --- | --- | --- | --- |
| O=C1c2ccccc2C(c2nnnn2Cc2ccccc2)N1Cc1ccc(F)cc1 (configuration not stated) | / | 0.2 | -6 |
| Cc1c(C#N)c2ccccc2n1CC(=O)NC(C)c1ccccc1 (configuration not stated) | -2 | -2.6 | -6 |
| CCCCn1c(N)c(N(CC(C)C)C(=O)C2CC(=O)N(CCc3ccccc3)C2)c(=O)[nH]c1=O (configuration not stated) | 1 | 1.2 | -5 |

Other results follow:
SMILES	hiPSC survival	Peg3 prom inh	aDG glyco act	MITF TRPM1 inh	PDI inh	NR2E3 ag-1	HIF-2a inh	Vif imaging	Exocytosis inh	CaV13 ICDI inh	NR2E3 ag-2
COc1cc2c(cc1OC)C(c1cccc(F)c1)CC(=O)N2 (configuration not stated)	-0.6	15	0.2	14	-1	0	12	2	4	-2	20
O=C(N/N=C/c1ccc(F)cc1)c1c(O)c2ccccc2[nH]c1=O	1.2	28	3.6	63*	-8	1	-4	-1	2	-5	6
COc1cc(NC(=O)c2ccc(Br)o2)ccc1NC(=O)c1ccccc1Cl	-0.4	5	0.2	-7	3	2	-52	-6	4	-5	-10
O=C(O)CCc1ccc(-c2ccc(Cl)cc2)n1CC(=O)Nc1ccccc1	-0.4	3	0.0	-1	0	-1	15	/	6	-18	-19
CCn1c(C(=O)O)c(S(=O)(=O)c2ccc(Cl)cc2)c2ccccc21	0.7	13	-0.1	-2	-10	/	0	-7	-1	-3	-49
CC(C(=O)Nc1ccccc1Cl)N(c1ccccc1)S(C)(=O)=O (configuration not stated)	-0.1	6	0.9	4	2	7	21	2	-1	-2	10
Cc1cc(C)n2nc(SCCOc3ccccc3F)nc2n1	-0.1	-106	-0.2	-58	-4	2	-181	3	0	-2	-34
COc1cccc(OC)c1C(=O)NC(=O)Nc1c(F)c(F)c(F)c(F)c1F	0.3	7	0.1	-5	4	1	6	-5	-8	-3	14
Oc1ccc(C(=S)N2CCN(c3cccc(Cl)c3)CC2)cc1	-2.2	-2	-0.1	-7	-3	2	-3	-7	10	6	2
O=C(NCc1cccc(Cl)c1)c1ccc2nc[nH]c2c1	-0.8	-10	-0.2	0	4	1	-2	-2	0	-5	20
CCOC(=O)CSC1=C(C#N)C(=O)NC2(CCCCC2)S1	-1.2	-7	-0.1	6	9	2	14	10	0	0	-56
CCOC(=O)c1cc(-c2sc(NC(=O)c3ccccc3)nc2C)n(-c2ccc(Br)cc2)n1	-2.1	-38	0.1	/	-2	/	-97	-8	4	-6	16
CC(=O)Nc1cc(C(=O)N(C)Cc2ccco2)ccc1Sc1ccc(Cl)cc1	-2.3	10	0.2	3	1	1	10	3	11	-4	-14
Cc1cc(C)c(S(C)(=O)=O)c(=O)[nH]1	-1.1	9	-0.4	4	5	3	15	-6	5	-4	-5
Cc1cccc(OCCCC(=O)Nc2nnc(C3CCCO3)s2)c1C (configuration not stated)	-0.2	5	-0.1	-12	-8	2	11	0	0	-9	-16
N=c1oc2ccc([N+](=O)[O-])cc2cc1C(=O)NCc1ccccc1	-0.8	9	0.1	-2	6	1	-4	-11	-3	-1	3
Cc1nnc(SCC(=O)NC23CC4CC(CC(C4)C2)C3)s1	-0.7	-14	0.0	-6	0	-2	-29	-1	0	-6	-20
CCC(=O)Nc1c2c(nn1-c1ccccc1C)CSC2	-0.5	20	-0.4	9	-3	5	3	-1	3	-7	-5
CCn1nc(C)c(/C=N/NC(=O)CSc2ccccn2)c1C	-0.8	-72	0.0	/	-1	-4	-102	-5	-4	-5	-17
O=[N+]([O-])c1ccc(CS(=O)c2ccccc2)cc1 (configuration not stated)	2.1	1	0.1	-7	2	/	-15	-3	11	-6	-14
